FEN1 inh – blocks human flap endonuclease 1; Potency, µM (titrated, usually from 114 µM), inactives show at the highest dose activity change, negative = inhibition, actives largely listed as inhibitors; P39748; Recombinant FEN1 flap cleavage, fluorescence, 15 min; AID 588795; 390,000 tested, 0.35% active; further: nearly all actives have a fitted effect of over 65% in size
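FEN1 at 10 nM, compound pretreatment for 15 min (room temperature), 50 nM final substrate to initiate; endpoint reads at 0 and 15 min; DMSO-only plates used as vehicle background.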
GCN5L2 inh – GCN5L2 (KAT2A) acetyltransferase inhibition; Q92830; GCN5L2 HAT assay, ThioGlo1 CoA-SH fluorescence; Potency, µM (highest dose often 58.9 µM), for inactives: at the top dose activity change, negative = inhibition, hits mostly inhibitors; 390,000 tested, 0.21% active; AID 504327
Target sequence (Q92830 whole entry, looked up): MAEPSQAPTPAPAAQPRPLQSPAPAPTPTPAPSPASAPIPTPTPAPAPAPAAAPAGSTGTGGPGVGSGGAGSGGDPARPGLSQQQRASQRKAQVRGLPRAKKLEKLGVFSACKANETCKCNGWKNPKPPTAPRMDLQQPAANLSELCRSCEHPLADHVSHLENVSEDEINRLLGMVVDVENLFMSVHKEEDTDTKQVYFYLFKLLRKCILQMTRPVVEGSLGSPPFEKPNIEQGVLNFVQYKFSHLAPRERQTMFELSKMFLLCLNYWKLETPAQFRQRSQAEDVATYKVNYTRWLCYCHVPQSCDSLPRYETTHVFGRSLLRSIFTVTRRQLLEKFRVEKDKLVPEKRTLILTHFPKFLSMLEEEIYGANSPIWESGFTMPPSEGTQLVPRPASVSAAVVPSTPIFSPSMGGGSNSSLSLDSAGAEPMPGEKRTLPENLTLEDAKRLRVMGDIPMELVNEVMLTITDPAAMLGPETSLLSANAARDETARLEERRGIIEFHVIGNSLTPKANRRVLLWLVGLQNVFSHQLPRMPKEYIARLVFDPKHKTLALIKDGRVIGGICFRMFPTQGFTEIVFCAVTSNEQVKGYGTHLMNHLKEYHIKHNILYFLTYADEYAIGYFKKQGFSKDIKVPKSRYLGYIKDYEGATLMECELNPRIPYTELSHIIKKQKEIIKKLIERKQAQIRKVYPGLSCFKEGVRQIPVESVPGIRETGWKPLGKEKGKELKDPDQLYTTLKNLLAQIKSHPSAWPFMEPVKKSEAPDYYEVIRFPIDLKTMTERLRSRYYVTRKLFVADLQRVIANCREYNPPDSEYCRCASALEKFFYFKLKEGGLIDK
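Compounds, pin-transferred from DMSO stocks, meet 20nM GCN5L2 for 15 min before the reaction begins with H3(1-25) peptide (75uM) and acetyl-CoA (70uM). Thiol-reactive ThioGlo1 reports CoA release over 20 min at room temperature.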
DT40 TDP1 CPT – growth inhibition of DT40 Tdp1-/-;hTDP1 cells with camptothecin (screen for TDP1 inhibitors) | chicken DT40 Tdp1-/-;hTDP1 cells + 20 nM CPT, ATP luminescence, 48 h | Potency, µM (doses to about 46.2 µM), for inactives: at the highest dose activity change, negative = growth inhibition, actives largely listed as inhibitors | 420,000 tested, 12% active; further: nearly all actives have a fitted effect of over 55% in size
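Cell growth measured by CellTiter-Glo luminescence after a minimum 48 h, 37 C compound exposure with 20 nM CPT in Tdp1-knockout DT40 cells stably expressing hTDP1, seeded 400/well; qHTS titration format.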
Numbers without * were called inactive. The call rests on the fitted dose curve; in most records, active means well fitted curve in the direction sought with a large enough effect; inconclusive means small, poorly fitted or top-dose-only effect, or another doubt; inactive means no such curve, though single readings can be large; an effect the other way counts as inactive or inconclusive. On the % scale 0 is the no-effect control and ±100 the full control effect; potency means the concentration at half of the fitted maximal effect.

How did Cc1c(C)n(Cc2ccc(Cl)cc2)c2ccc(C(=O)NCCc3ccc(S(N)(=O)=O)cc3)cc12 do in these assays?
FEN1 inh: 0%; GCN5L2 inh: 17%; DT40 TDP1 CPT: 18µM*

Results for CCCOc1ccc(NC(=O)CC2C(=O)N(c3ccccc3)C(=O)N2CCC(C)C)cc1 (stereo not given) ?
FEN1 inh: -24%; GCN5L2 inh: -8%; DT40 TDP1 CPT: inconclusive

How did CCCCCCCNC(=O)C1(CC2CC(c3cccc(Br)c3)=NO2)CCN(C(=O)c2ccccc2)CC1 (stereo not given) do in these assays?
FEN1 inh: -16%; GCN5L2 inh: -8%; DT40 TDP1 CPT: inconclusive

What do the screens show for `Cc1ccc(/C=N/Nc2ccc(C(=O)O)cc2)o1`?
FEN1 inh: 17%; GCN5L2 inh: -20%; DT40 TDP1 CPT: -7%

How did Oc1ccc(-n2nnnc2SCc2ccccc2Br)cc1 do in these assays?
FEN1 inh: -4%; GCN5L2 inh: -10%; DT40 TDP1 CPT: 6%

How did Cc1occc(=O)c1OCc1ccccc1 do in these assays?
FEN1 inh: 7%; GCN5L2 inh: 1%; DT40 TDP1 CPT: 3%

Results for CC(C)OCCCNc1nc(-c2ccccc2)nc2ccccc12 ?
FEN1 inh: -31%; GCN5L2 inh: -14%; DT40 TDP1 CPT: inconclusive

Results for CCOC(=O)C1(CC2CC2)CCN(Cc2ccc(C(=O)OC)cc2)CC1 ?
FEN1 inh: -5%; GCN5L2 inh: -10%; DT40 TDP1 CPT: inconclusive

Results for CC1(C)CC(=O)C(C(O)c2ccccc2)C(C)(C)N1 (stereo not given) ?
FEN1 inh: 10%; GCN5L2 inh: -4%; DT40 TDP1 CPT: -3%

How did Nc1cnc(CNc2ccccc2Cl)cn1 do in these assays?
FEN1 inh: -7%; GCN5L2 inh: -8%; DT40 TDP1 CPT: 0%

Results for Cc1cc(C)cc(OCC(O)CN2CCC(CN3C(=O)c4cccc5cccc(c45)C3=O)CC2)c1 (stereo not given) ?
FEN1 inh: inconclusive; GCN5L2 inh: -5%; DT40 TDP1 CPT: 15µM*

What do the screens show for `O=C(Nc1ccc(CN2CCS(=O)(=O)CC2)cc1)c1ccc(C(F)(F)F)cc1`?
FEN1 inh: 1%; GCN5L2 inh: -3%; DT40 TDP1 CPT: inconclusive

Results for O=C(COC(=O)c1cccc(S(=O)(=O)N2CCOCC2)c1)NCc1ccc2c(c1)OCO2 ?
FEN1 inh: -5%; GCN5L2 inh: 0%; DT40 TDP1 CPT: -5%

Results for CC(=O)CSc1nc(N(C)C)nc(N(C)C)n1 ?
FEN1 inh: -2%; GCN5L2 inh: 1%; DT40 TDP1 CPT: -11%

How did COc1ccc(C2C(C(=O)Nc3cccc(C)n3)c3ccccc3C(=O)N2C)cc1OC (stereo not given) do in these assays?
FEN1 inh: -2%; GCN5L2 inh: 1%; DT40 TDP1 CPT: -9%

What do the screens show for `COc1cc(Cl)c(C)cc1NC(=O)c1ccc2c(Cl)c3c(nc2c1)CCC3`?
FEN1 inh: -5%; GCN5L2 inh: 3%; DT40 TDP1 CPT: 1%

What do the screens show for `COc1ccc(OC)c(COC(=O)c2cccc(S(=O)(=O)N3CCCCC3)c2)c1`?
FEN1 inh: 4%; GCN5L2 inh: -6%; DT40 TDP1 CPT: -18%

Results for O=C(NC1CCCC1)c1sc(=S)n2c1[nH]c(=O)c1ccccc12 ?
FEN1 inh: inconclusive; GCN5L2 inh: -9%; DT40 TDP1 CPT: 21µM*

Results for Cc1ccc2c(c1)-c1cc(C)nn1C(c1cc(Br)ccc1O)N2 (stereo not given) ?
FEN1 inh: -14%; GCN5L2 inh: -14%; DT40 TDP1 CPT: inconclusive

How did O=C(COc1ccc(Oc2ccccc2)cc1)NC1CCS(=O)(=O)C1 (stereo not given) do in these assays?
FEN1 inh: -6%; GCN5L2 inh: -1%; DT40 TDP1 CPT: inconclusive

What do the screens show for `Cn1c(=O)c2c(n3ncnc13)NC(=O)CC2c1cccc(F)c1` (stereo not given)?
FEN1 inh: 8%; GCN5L2 inh: 5%; DT40 TDP1 CPT: 4%

How did C1=Cc2ccccc2/C1=C/c1ccc2c(c1)OCO2 do in these assays?
FEN1 inh: 1%; DT40 TDP1 CPT: -13%

What do the screens show for `CN(CC(=O)Nc1cccc(F)c1)C(=O)CCCc1cccs1`?
FEN1 inh: 4%; GCN5L2 inh: -6%; DT40 TDP1 CPT: 0%

How did CC(=O)NC(C)c1cc(Cl)c2ccccc2c1O (stereo not given) do in these assays?
FEN1 inh: -5%; GCN5L2 inh: -2%

Gathered by group, the compounds so far with a Cl atom (4)
How did Cc1c(C)n(Cc2ccc(Cl)cc2)c2ccc(C(=O)NCCc3ccc(S(N)(=O)=O)cc3)cc12 do in these assays?
FEN1 inh: 0%; GCN5L2 inh: 17%; DT40 TDP1 CPT: 18µM*

How did Nc1cnc(CNc2ccccc2Cl)cn1 do in these assays?
FEN1 inh: -7%; GCN5L2 inh: -8%; DT40 TDP1 CPT: 0%

What do the screens show for `COc1cc(Cl)c(C)cc1NC(=O)c1ccc2c(Cl)c3c(nc2c1)CCC3`?
FEN1 inh: -5%; GCN5L2 inh: 3%; DT40 TDP1 CPT: 1%

How did CC(=O)NC(C)c1cc(Cl)c2ccccc2c1O (stereo not given) do in these assays?
FEN1 inh: -5%; GCN5L2 inh: -2%

(further entries)
What do the screens show for `CCOc1ccc(N2C(=O)CC(N3CCN(c4ccc(F)cc4)CC3)C2=O)cc1` (stereo not given)?
FEN1 inh: -9%; GCN5L2 inh: 3%; DT40 TDP1 CPT: 7%

Results for Cc1ccc(C(=O)Nc2ccc(Br)c(C(F)(F)F)c2)cc1 ?
FEN1 inh: -22%; GCN5L2 inh: -14%; DT40 TDP1 CPT: inconclusive

What do the screens show for `COC(=O)c1sccc1NC(=O)c1ccc(OC)cc1OC`?
FEN1 inh: 6%; GCN5L2 inh: -1%; DT40 TDP1 CPT: -12%

Results for CC(C)(C)c1ccc(Oc2ccc(NC(=O)CCCC(=O)O)cn2)cc1 ?
FEN1 inh: -3%; GCN5L2 inh: -1%; DT40 TDP1 CPT: 0%

How did COc1ccc(OC)c(CNS(=O)(=O)c2ccc(-c3cc(C(F)(F)F)on3)s2)c1 do in these assays?
FEN1 inh: -16%; GCN5L2 inh: 4%; DT40 TDP1 CPT: 8.2µM*

How did CCCCNC(=O)/C(=C\c1ccc([N+](=O)[O-])o1)NC(=O)c1ccccc1 do in these assays?
FEN1 inh: 1%; GCN5L2 inh: -7%; DT40 TDP1 CPT: 16µM*

What do the screens show for `Nc1nc2c(nc(Br)n2[C@@H]2O[C@H]3COP(=O)(O)O[C@H]3[C@@H]2O)c(=O)[nH]1`?
GCN5L2 inh: -5%; DT40 TDP1 CPT: 13%

How did CCn1c(Cn2nnc(-c3ccccc3)n2)nnc1SCC(=O)Nc1ccc(C(C)=O)cc1 do in these assays?
FEN1 inh: -10%; GCN5L2 inh: -5%; DT40 TDP1 CPT: 0%

What do the screens show for `CCOC(=O)N1CCN(C(=O)CSc2nnc(CNC(=O)c3ccccc3F)o2)CC1`?
FEN1 inh: 0%; GCN5L2 inh: -2%; DT40 TDP1 CPT: -14%

What do the screens show for `Cc1ccc(NC(=O)Nc2ccc3c(c2)CCC3)cc1`?
FEN1 inh: -6%; GCN5L2 inh: 4%; DT40 TDP1 CPT: -28%

What do the screens show for `CCOc1ccccc1NC(=O)C1=C(C)NC(=O)NC1c1cccs1` (stereo not given)?
FEN1 inh: -5%; GCN5L2 inh: -13%; DT40 TDP1 CPT: 1%

Results for CCOC(=O)Cc1csc(NC(=O)C2CCCCC2C(=O)O)n1 (stereo not given) ?
FEN1 inh: -4%; GCN5L2 inh: 0%; DT40 TDP1 CPT: -8%

How did COc1ccc(C(=O)Nc2ccc(-c3nc4ncccc4o3)cc2C)cc1Br do in these assays?
FEN1 inh: -14%; GCN5L2 inh: -1%; DT40 TDP1 CPT: 10µM*

What do the screens show for `COCCCn1c(SCC(=O)Nc2ccccc2F)nnc1-c1ccoc1C`?
FEN1 inh: 6%; GCN5L2 inh: -4%; DT40 TDP1 CPT: 11%

How did CCC(C)[C@H](NC(=O)NCc1ccc(S(N)(=O)=O)cc1)C(=O)O (stereo not given in full) do in these assays?
FEN1 inh: -12%; GCN5L2 inh: 0%; DT40 TDP1 CPT: 5%

What do the screens show for `COc1ccc(-c2csc(N(CCc3ccc(OC)c(OC)c3)C(=O)COc3ccccc3)n2)cc1`?
FEN1 inh: 2%; GCN5L2 inh: -5%; DT40 TDP1 CPT: inconclusive

How did O=C(CSc1nnc(-c2ccccc2)n1Cc1ccccc1)N1CCCC1 do in these assays?
FEN1 inh: -2%; GCN5L2 inh: 0%; DT40 TDP1 CPT: 0%

Results for CNC(=S)N(CCc1ccccc1)Cc1cc2cc(OC)c(OC)cc2[nH]c1=O ?
FEN1 inh: -14%; GCN5L2 inh: -1%; DT40 TDP1 CPT: 1%

Results for CC(C)(C)OC(=O)NC1CCN(S(=O)(=O)c2ccc3c(c2)OCCO3)CC1 ?
FEN1 inh: -17%; GCN5L2 inh: 1%; DT40 TDP1 CPT: inconclusive

What do the screens show for `O=[N+]([O-])c1cccnc1Sc1ccc(Br)cc1`?
FEN1 inh: 3%; DT40 TDP1 CPT: -1%

Results for COc1ccc(NC(=O)c2nc(SCc3ccc(F)cc3)ncc2Cl)cc1 ?
FEN1 inh: -3%; GCN5L2 inh: -2%; DT40 TDP1 CPT: -11%

What do the screens show for `COCCCNC(=O)CCCn1c(=O)[nH]c2ccccc2c1=O`?
FEN1 inh: -2%; GCN5L2 inh: -16%; DT40 TDP1 CPT: 11%

How did O=C(Cn1ccnc1)c1ccc(Cl)cc1 do in these assays?
FEN1 inh: -16%; GCN5L2 inh: 12%; DT40 TDP1 CPT: 8%

Results for Cc1ccc(CN(C(=O)c2ccccc2[N+](=O)[O-])c2ccccn2)cc1 ?
FEN1 inh: 14%; GCN5L2 inh: -8%; DT40 TDP1 CPT: 12µM*

How did COC(=O)c1nnn(-c2nonc2N)c1CSc1nc2ccccc2o1 do in these assays?
FEN1 inh: 14%; GCN5L2 inh: 8%; DT40 TDP1 CPT: -21%

Results for CC1=C(C(=O)NCc2ccc3c(c2)OCO3)C2(CCC(C)CC2)OC1=O (stereo not given) ?
FEN1 inh: -12%; GCN5L2 inh: -8%; DT40 TDP1 CPT: inconclusive

How did CN1CCN(c2ncc3nc(-c4cc(F)cc(F)c4)c(=O)n(-c4ccccc4)c3n2)CC1 do in these assays?
GCN5L2 inh: inconclusive; DT40 TDP1 CPT: -12%

What do the screens show for `Cc1ccc(CN2CCCN(Cc3ccc(F)cc3Cl)S2(=O)=O)cc1`?
FEN1 inh: 7%; GCN5L2 inh: -2%; DT40 TDP1 CPT: -16%

What do the screens show for `COc1cc2nc(NC(=O)c3ccc(Cl)cc3)[nH]c(=O)c2cc1OC`?
FEN1 inh: 1%; DT40 TDP1 CPT: inconclusive

Results for CC(C)Oc1ccc(CNC(=O)CN2C(=O)CCn3nc(-c4cn(C)c5ccccc45)cc32)cc1 ?
FEN1 inh: -11%; GCN5L2 inh: -19%; DT40 TDP1 CPT: inconclusive

What do the screens show for `Cc1ccc(NC(=O)N2CCc3c(sc4c3CCCC4)C2c2ccccc2)cc1F` (stereo not given)?
FEN1 inh: 10%; GCN5L2 inh: -4%; DT40 TDP1 CPT: inconclusive

What do the screens show for `C=CCCCCCCCCC(=O)NNC1CC(=O)N(c2ccccc2)C1=O` (stereo not given)?
FEN1 inh: -8%; GCN5L2 inh: -5%; DT40 TDP1 CPT: -3%

How did Cc1ccsc1/C=C1/SC(=O)N(CC(=O)N2CCOCC2)C1=O do in these assays?
FEN1 inh: -4%; GCN5L2 inh: 0%; DT40 TDP1 CPT: -9%

What do the screens show for `COc1cc(N2CCCC2)ccc1[N+](=O)[O-]`?
FEN1 inh: -6%; GCN5L2 inh: -2%; DT40 TDP1 CPT: -11%

How did Cc1coc2c1c(C)cc1oc(=O)c(CC(=O)NCCCCCC(=O)O)c(C)c12 do in these assays?
FEN1 inh: -13%; GCN5L2 inh: -21%; DT40 TDP1 CPT: 5%

How did COc1ccc(Oc2ncc3nc(-c4cc(F)cc(F)c4)c(=O)n(C4CC4)c3n2)cc1 do in these assays?
GCN5L2 inh: -16%; DT40 TDP1 CPT: inconclusive

How did Cc1cc(C)c(C#N)c(N2CCOCC2)n1 do in these assays?
FEN1 inh: 1%; GCN5L2 inh: -7%; DT40 TDP1 CPT: 8%

How did CCOC(=O)C1CCN(C(=O)COC(=O)CCOc2ccc(C)cc2)CC1 do in these assays?
FEN1 inh: -5%; GCN5L2 inh: -6%; DT40 TDP1 CPT: -4%

What do the screens show for `COc1ccc(CSc2nc(O)cc(=O)n2CC(C)C)cc1F`?
FEN1 inh: -5%; GCN5L2 inh: -1%; DT40 TDP1 CPT: 2%

These rows are one share of the data; count on the stated rates, not on these rows.
